Screens from PubChem BioAssay.
mcGAS RapidFire – blocks mouse cGAS cGAMP production | recombinant mouse cGAS, cGAMP by RapidFire MS | inhibition, % at 12.5 µM | hit rate 0.18% among 130,000;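 active means inhibition of cGAS enzyme activity at or above 60%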;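 further: enzyme stimulated by 45 bp dsDNA with ATP and GTP substrates; cGAMP share of summed cGAMP plus half ATP and half GTP signals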
Target sequence (Q8C6L5 whole entry, looked up): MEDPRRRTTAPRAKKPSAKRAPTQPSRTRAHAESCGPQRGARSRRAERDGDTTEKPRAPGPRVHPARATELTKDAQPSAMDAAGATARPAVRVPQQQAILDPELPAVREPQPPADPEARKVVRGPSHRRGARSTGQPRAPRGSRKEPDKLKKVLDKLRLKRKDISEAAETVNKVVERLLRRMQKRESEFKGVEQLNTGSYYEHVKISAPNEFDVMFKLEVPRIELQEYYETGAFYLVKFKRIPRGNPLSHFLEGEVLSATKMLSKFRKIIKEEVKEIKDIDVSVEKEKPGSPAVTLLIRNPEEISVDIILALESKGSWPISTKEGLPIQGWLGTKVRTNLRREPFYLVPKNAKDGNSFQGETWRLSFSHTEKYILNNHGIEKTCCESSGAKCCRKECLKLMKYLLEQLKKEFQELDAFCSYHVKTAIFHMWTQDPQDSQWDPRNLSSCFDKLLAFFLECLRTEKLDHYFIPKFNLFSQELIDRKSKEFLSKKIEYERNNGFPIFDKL
* = called active by the depositor; & = joins results of further samples. Some of the compounds tested. The share of hits here may be higher or lower than overall.

Preview:
SMILES | mcGAS RapidFire
Cc1cc(-c2nnco2)ccc1NC1CN2CCC1CC2 (stereo not drawn) | -11
COc1cccc(CC(C)NC2CCN(C(=O)c3ccc(C)cc3)CC2)c1 (stereo not drawn) | -5
O=C(CCl)Nc1ncccn1 | 3
Fc1cc(F)c2c(c1)C1C=CCC1C(c1cccnc1)N2 (stereo not drawn) | 3
COc1ccc(CN2CCNCC2)c(OC)c1OC | -3&8
Clc1snnc1CN1CC2CCCCCC21 (stereo not drawn) | -8

The listing (from the top)
SMILES | mcGAS RapidFire
Cc1cc(-c2nnco2)ccc1NC1CN2CCC1CC2 (stereo not drawn) | -11
COc1cccc(CC(C)NC2CCN(C(=O)c3ccc(C)cc3)CC2)c1 (stereo not drawn) | -5
O=C(CCl)Nc1ncccn1 | 3
Fc1cc(F)c2c(c1)C1C=CCC1C(c1cccnc1)N2 (stereo not drawn) | 3
COc1ccc(CN2CCNCC2)c(OC)c1OC | -3&8
Clc1snnc1CN1CC2CCCCCC21 (stereo not drawn) | -8
N#Cc1ccc(S(=O)(=O)NC(=O)CC2CCCC2)cc1Cl | -33
Cc1cccc(Cn2cccc(C(=O)Nc3ccccc3Cl)c2=O)c1 | -6
CN(C)C(Cn1cnnc1)c1ccccn1 (stereo not drawn) | -2
N#CCN1CCN(c2ccc(C(F)(F)F)cc2)CC1 | -6
O=C(Cc1ccccc1)N1CCCC(N2CCN(c3ccc(F)cc3)CC2)C1 (stereo not drawn) | -6
CC(C)N(C(=O)CN1CC=C(c2c[nH]c3cc(F)ccc23)CC1)C(C)C | 0
CC12CN3CC(C)(CN(C1)C31CCSCC1)C2=O | -23
CC(C(=O)OC1CC2CCC(C1)N2C)c1ccc(Br)cc1 (stereo not drawn) | -6
CN(C)C(=O)Oc1c(Cl)cc(Cl)c2cccnc12 | -5

Molecules above that have an aryl methoxy group:
SMILES | mcGAS RapidFire
COc1cccc(CC(C)NC2CCN(C(=O)c3ccc(C)cc3)CC2)c1 (stereo not drawn) | -5
COc1ccc(CN2CCNCC2)c(OC)c1OC | -3&8

The list continues:
SMILES | mcGAS RapidFire
O=C1CCCCCN1CC(=O)N1C[C@H](c2ccccc2)[C@@H]2[C@H]1C1CCN2CC1 | -4
Clc1ccc(Cl)c(C2NCCc3[nH]cnc32)c1 (stereo not drawn) | -16
CCCN1C(=O)C2(Cc3cc([N+](=O)[O-])ccc3N3CCCCC32)C(=O)NC1=S (stereo not drawn) | 1
Cn1c(O)c(C(c2ccccn2)c2c(O)n(C)c(=S)n(C)c2=O)c(=O)n(C)c1=S | -4
CCN(CC)C(=O)c1ccc(NC(=O)c2cc(Br)ccc2F)cc1Cl | -16
N#CC1C(=N)Oc2c(c(=O)oc3ccccc23)C1c1ccc(OC(=O)N2CCOCC2)cc1 (stereo not drawn) | -10
CC12CN3CN(C1)CC(C)(C3)C2=O | -18
CCN(CC)P1(=S)c2c(C)nn(CCC#N)c2N=C(c2ccc(F)cc2)N1C (stereo not drawn) | -17
COc1ccc(C=C2C(=O)NC(=S)NC2=O)c(OC)c1 | -1
O=[N+]([O-])c1cccc2cccnc12 | -53
O=C(Cc1csc(-c2cnccn2)n1)N1CCN(CCO)CC1 | -39
NCCc1c[nH]c2ccc(OCCO)cc12 | -7
CCCN1CCC[C@@H]2Cc3[nH]ncc3C[C@H]21 | -4
NC(=O)c1ccc(NC(=O)c2cccn(Cc3ccccc3F)c2=O)cc1 | -6
C1=Cc2ccccc2C(N2CC2)c2ccccc21 | 2

Reprinted at random: 5 entries already listed
SMILES | mcGAS RapidFire
CCCN1C(=O)C2(Cc3cc([N+](=O)[O-])ccc3N3CCCCC32)C(=O)NC1=S (stereo not drawn) | 1
O=[N+]([O-])c1cccc2cccnc12 | -53
CCCN1CCC[C@@H]2Cc3[nH]ncc3C[C@H]21 | -4
Cn1c(O)c(C(c2ccccn2)c2c(O)n(C)c(=S)n(C)c2=O)c(=O)n(C)c1=S | -4
N#CC1C(=N)Oc2c(c(=O)oc3ccccc23)C1c1ccc(OC(=O)N2CCOCC2)cc1 (stereo not drawn) | -10

Continuation.
SMILES | mcGAS RapidFire
C=C(C)CN(CC)C1CCC(CC)CC1 (stereo not drawn) | 7
Cc1sc2ncnc(N(C)C3CCN(C)CC3C)c2c1C (stereo not drawn) | -5
Cc1ccsc1C(=O)C1CCCN(CC#Cc2ccccc2)C1 (stereo not drawn) | 0
Fc1c(F)c(F)c(N2CCNCC2)c(F)c1F | -3
CN1CC[C@@H](c2ccc(F)cc2)[C@H](COc2ccc3c(c2)OCO3)C1 | 6
CC1CNCCN1c1nccn2cnnc12 (stereo not drawn) | -38
C/C(=C\c1ccco1)CN(C)C(C)Cc1cc(C)ccn1 (stereo not drawn) | 2
CC(C)(C)NCC(O)c1ccccc1Cl (stereo not drawn) | -14&0
O=C(c1ccon1)N1C[C@@H](c2cccc(F)c2F)[C@@H]2[C@H]1C1CCN2CC1 | 1
COc1ncc(CN2CC[C@@]3(O)CCCC[C@H]3C2)cn1 | -5
Cc1ccnc(CC(C)N(C)Cc2cc(Cn3cncn3)c(C)cc2C)c1 (stereo not drawn) | 4
C=C(C)C1CNC(C(=O)O)C1CC(=O)O (stereo not drawn) | -6
Nc1ncccc1CN1CCCC(C(=O)c2cccc3ccccc23)C1 (stereo not drawn) | -1
CN1C[C@H](CO)C=C2c3cccc4[nH]cc(c34)C[C@H]21 | 2
CC(=O)O[C@@H]1CC[C@]2(C)C3CC[C@]4(C)C(=O)CCC4C3CC[C@H]2C1 (stereo partly drawn) | -10
CC(C)(C)OC(=O)N1C2CCCC(=O)C1CC2 (stereo not drawn) | -4
CN(C)[C@@H]1C(=O)C(C(N)=O)C(=O)[C@@]2(O)C(=O)C3=C(O)c4c(O)cccc4[C@@](C)(O)[C@H]3C[C@@H]12 (stereo partly drawn) | 0&0
CN(C)C(C#N)c1cn(C)c2ccccc12 (stereo not drawn) | -6
CCCNc1ncc(CN2CCC3(CCCN(C)C3=O)C2)cn1 (stereo not drawn) | -30
CCOC(=O)C1(CCOc2ccccc2)CCN(Cc2ccc(C)s2)CC1 | -22
COC(=O)NP(=O)(NNc1ccccc1)OC (stereo not drawn) | -2
CC(CNc1cncc(Cl)n1)N1CCN(C)CC1 (stereo not drawn) | -1
CC1(C)CC2=NN(c3ccccc3)P(=S)(Nc3nccs3)C2=C(N2CCOCC2)C1 (stereo not drawn) | -46&-1
NC(Cc1cccc(O)c1)c1ccccc1 (stereo not drawn) | -19
Cc1ccc(P2(=S)C3CCCCC3=NN2c2ccccc2)o1 (stereo not drawn) | -8
Cc1ccoc1C(=O)N1[C@H]2CCNC[C@@H]1CC2 | -31
Cc1cc(NC(=O)c2cccn(Cc3cccc(C(F)(F)F)c3)c2=O)no1 | -4
CCC1CCC(N2CC(C)OC(C)C2)CC1 (stereo not drawn) | -1
O=C(NCCc1cnc2ccccn12)C1CC2(CCNCC2)CN1 (stereo not drawn) | -6
CCCNC1(C(F)(F)F)N=CNc2ccnc(C)c21 (stereo not drawn) | -4
COc1ccccc1[C@@H]1CN(C(=O)CCn2cncn2)[C@@H]2C3CCN(CC3)[C@@H]21 | -24
CCCc1cc(C(=O)N2CCN(C)C3(CCN(C)CC3)C2)no1 | -27
CCc1ccc(CN2CCN3C(=O)CNC(=O)C3C2)nc1 (stereo not drawn) | -15
Cc1nc(C)c2c(n1)OC(CN1CCC3(CC1)C(=O)Nc1ccccc13)C2 (stereo not drawn) | -20
Cc1cc(C(=O)OC(C)C(=O)NC(C)C)c(C)n1C(C)C (stereo not drawn) | 2
Cn1ccc(CC(=O)N2CCCC(N3CCN(Cc4ccc5c(c4)OCO5)CC3)C2)c1 (stereo not drawn) | -9&0
OCC1(CO)COC(c2cccnc2)N1 (stereo not drawn) | -10
O=C(c1ccco1)N1CCSC12CCNCC2 | -2
CN(C)P(=NC(=S)Nc1ccccc1)(N(C)C)N(C)C | 1
O=P(OCC(F)(F)F)(OCC(F)(F)F)OCC(F)(F)F | -13
CC(C)(C)n1cc(C(=O)O)c(-c2ccc(F)cc2F)n1 | -1&0
CC(=O)OC1(c2ccccc2)CC(C(C)(C)C)CN(C(C)(C)C)C1 (stereo not drawn) | -22
O=C1CC(c2ccc3c(c2)OCO3)c2c(c3ccccc3oc2=O)O1 (stereo not drawn) | 13
CCOc1ccc(N2CCNCC2)cc1 | -12
Cc1cccc(C(C(=O)NCCc2cnc[nH]2)N(C)C)c1 (stereo not drawn) | -17

Brought forward from above: two entries, followed by the next part.
SMILES | mcGAS RapidFire
CCOc1ccc(N2CCNCC2)cc1 | -12
Cc1cccc(C(C(=O)NCCc2cnc[nH]2)N(C)C)c1 (stereo not drawn) | -17
O=C(c1cccc(Br)c1)N1CCSC12CCNCC2 | -3
CCC(=O)OC1(c2ccccc2)CCN(C)CC1C (stereo not drawn) | 0
C#CC1(C)CCC2C(O1)c1ccccc1OC2(C)C (stereo not drawn) | -5
c1ccc(CCN2CCCC3(CCNC3)C2)cc1 (stereo not drawn) | -13
Cc1ccc2c(c1)C1CN(C)CCC1N2 (stereo not drawn) | -25&1
COc1ccc(C2=CCN(Cc3cc(=O)c(O)co3)CC2)cc1 | 2
C=CCN(CP(=O)(OCC)OCC)C(C)=O | 3
Cc1ccc(F)c(-n2nnnc2CN2CC=C(c3cccs3)CC2)c1 | 0
Cc1ccc2nc(CCNC(C)C)[nH]c2c1 | -21
O=C1C2(c3ccccc3)CN3CCN(C2)CC1(c1ccccc1)C3 | 2
S=C(Nc1ccc(Cl)c(Cl)c1)NC1CN2CCC1CC2 (stereo not drawn) | -2
Cc1nn(-c2ccccc2)c(C)c1C1SCC(=O)Nc2ccsc21 (stereo not drawn) | -4
CN1CC2(CCN(c3ncnc4nc[nH]c34)CC2)CC1C(=O)O (stereo not drawn) | 2
Cc1nn(C(C)(C)C)c(C)c1C(=O)NC(C)c1cccc(F)c1 (stereo not drawn) | -9
NP(=O)(OCC(F)(F)F)Oc1cccc2ccccc12 (stereo not drawn) | -5&6
O=C(N/N=C\c1ccc([N+](=O)[O-])o1)c1cc([N+](=O)[O-])cc([N+](=O)[O-])c1O | 31
Fc1cccc([C@H]2CN(Cc3ccco3)[C@@H]3C4CCN(CC4)[C@H]23)c1F | -11
COc1cc(O)cc2c1C(=O)OC(C)CCCC(=O)CCCC=C2 (stereo not drawn) | 10
CC(=O)C(NC(=O)CCl)C(C)C (stereo not drawn) | -4
CN1CCC(N(C)c2ncnc3ccc(Br)cc23)CC1 | 0
O=P(Nc1cccc2nsnc12)(Oc1ccccc1)Oc1ccccc1 | -1
Cc1ccc(Cl)c2sc(N3CCNCC3)nc12 | 17
CCCC(C)(COC(N)=O)COC(=O)NC(C)C (stereo not drawn) | -8&-7&-3
C=C(C)COc1cccc(C2NCCc3[nH]cnc32)c1 (stereo not drawn) | -11
O=c1[nH]c(O)c(N=Nc2ccc(SC(F)F)cc2)c(=O)[nH]1 | -3
CN1CCN(C(=O)Cc2cccc(NC(=O)c3cccs3)c2)CC1 | 14
CC(=O)c1ccc(NC(=O)c2cccn(Cc3ccccc3F)c2=O)cc1 | -9
CCN1CC2([N+](=O)[O-])C=CC(=O)C([N+](=O)[O-])(C1)C2 (stereo not drawn) | 1
COC(=O)C(C)(C)N1CC1C(N)=O (stereo not drawn) | -7
Cc1ccc(C)c(Cn2cccc(C(=O)Nc3ncc([N+](=O)[O-])s3)c2=O)c1 | -5
CC(C)(C)OC(=O)N1C2CCC1C(c1nc(C3CC3)no1)C2 (stereo not drawn) | -4
Cc1nn(-c2ncnc3nc[nH]c23)c2c1C(c1ccncc1)SCC(=O)N2 (stereo not drawn) | 3
Oc1ccc(C2=CCN(CC(O)c3cc(F)ccc3F)CC2)cc1 (stereo not drawn) | -7
COc1ccc(OC)c(C(O)C(C)N)c1 (stereo not drawn) | -5&-2&2
Cc1nc(CNC(C)Cn2cncn2)cs1 (stereo not drawn) | -9
c1csc(-c2ccc(NC3CN4CCC3CC4)cc2)n1 (stereo not drawn) | -10
OCC(O)[C@H]1O[C@@H]2O[C@H](C(Cl)(Cl)Cl)O[C@@H]2[C@H]1O (stereo partly drawn) | 3
Nc1nonc1NC(=O)COC1CN2CCC1CC2 (stereo not drawn) | 1
N#CC1=C(NC2=CC(=O)CCC2)SC2CCCCCC12 (stereo not drawn) | -12
O=C(O)Cc1ccccc1 | -7
Cc1ccc(C(=O)NC2CCN(c3ccc(C#N)c(Cl)c3)CC2)o1 | -3
CC(=NNP(=S)(c1ccccc1)c1ccccc1)c1ccc2c(c1)OCO2 | -15
NCCc1c[nH]c2ccc(Cl)cc12 | 9
O=c1[nH]c2ccccc2n1C1CCN(Cc2cc3n(n2)CCCNC3)CC1 | -2
CC(=O)c1cc(C(C)(C)C)cc2c1CCC2(C)C | -9
COP(=S)(OC)C1=C(N2CCCCC2)C(=Cc2ccccc2)CC1 | -6
CCOC(=O)C1=C(c2ccccc2)NC(=O)C2OCCC12 (stereo not drawn) | -9
O=C1C=CC(=O)c2c(O)cccc21 | -3
CCOc1ccc(N2CCNCC2)nn1 | -7
CCCn1c(C)c(C(=O)NC2CC2)c2cc(OC)ccc21 | -2
CCC(=O)Nc1ccc(OCC(=O)N2CCC(N(C)C)C2)cc1 (stereo not drawn) | -11
CCN(CC)CCOc1ccc(CC(C)N)cc1 (stereo not drawn) | -2
Cc1nc2ccccn2c1P(=S)(N1CCOCC1)N1CCOCC1 | -1
CN(C)C(Cc1ccccc1)C(=O)c1ccccc1 (stereo not drawn) | -5
CCOP(=O)(OCC)C(Cl)(Cl)C(OC(N)=O)P(=O)(c1ccccc1)c1ccccc1 (stereo not drawn) | -22
O=C(c1ccccc1Cl)N1CCSC12CCNCC2 | 1
C(=NN1CCCCC1)c1c[nH]c2ccccc12 | -12
COC(=O)c1ccccc1NC(=O)c1cccn(Cc2cc(C)ccc2C)c1=O | -9
COC(=O)C1=C(C(=O)OC)C2c3ccccc3C=CN2C(C(=O)OC)=C1C(=O)OC (stereo not drawn) | -9
